# Bioassay records (PubChem BioAssay)
# DAX1 inh-1 – DAX1 (NR0B1) inhibitors on StAR promoter, primary screen, cell-based, luminescence, SF-1 (NR5A1), full-length DAX-1. actives 1.1% (n = 370,000). AID 652010, 2013. inhibition, % at 6.8 µM. HEK293T StAR-luciferase reporter, SF-1/DAX-1 repression relief;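 active = inhibition above the mean over all tested compounds plus 3 SD, cut at about 3.6% in these data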;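 note: 0% = DAX-1 cells with DMSO and 100% = cells lacking DAX-1 with DMSO; higher inhibition means more luminescence from relief of DAX-1 repression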
# hgDAF12 agonist – H. glycines DAF-12 receptor agonists, primary screen, cell-based, luminescence, HEK293, GAL4 fusion, UAS-luciferase | HEK293 GAL4-hgDAF12 UAS-luciferase reporter, agonist luminescence; normalized to butyrate control | Nuclear hormone receptor DAF-12 (Heterodera glycines), GAL4 fusion | activation, % at 6.8 µM | actives 1.8% (n = 370,000);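 active = activation above a cutoff set at the mean of all screened compounds plus 3 SD, cut at about 10% in these data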;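 note: 0% = DMSO wells and 100% = sodium butyrate wells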
# ssDAF12 agonist – S. stercoralis DAF-12 nuclear receptor activators, primary screen, cell-based, luminescence, HEK293, GRIP1 co-expression, lit1-tk-luc; HEK293 ssDAF-12/GRIP1 lit1-tk-luc reporter; % of 3 µM dafachronic acid response; activation, % at 6.8 µM; actives 1% (n = 370,000);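 active = activation above the mean over all tested compounds plus 3 SD, cut at about 0.9% in these data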;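 note: 0% = DMSO-only wells and 100% = 3 µM delta7-dafachronic acid wells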
# PLCb3 inh – human PLC-beta3 inhibitors, primary screen, biochemical, fluorescence; 1-phosphatidylinositol 4,5-bisphosphate phosphodiesterase beta-3 (Homo sapiens), Q01970; Purified PLC-beta3, fluorogenic substrate; inhibition, % at 12.2 µM; actives 0.18% (n = 370,000); in the data active = inhibition above about 11%;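 note: 0% = median of compound wells on plate and 100% = full blocker control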
# GAA850 FXN act – FXN promoter activators, primary screen, cell-based, luciferase luminescence, HEK293 lucGAA850; HEK293 lucGAA850 FXN promoter luciferase reporter, 24 h; percent of 10 µM SAHA response; activation, % at 6 µM; AID 540364, 2011; actives 0.56% (n = 360,000);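 active = activation above the average of all compounds screened plus 3 SD, cutoff fixed separately per campaign, cut at about 7.5% in these data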;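 note: 0% = DMSO wells and 100% = 10 µM SAHA wells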
# HGIII-sPLA2 inh – human group III sPLA2 inhibitors, primary screen, biochemical, QFRET, BODIPY PC-A2 liposome substrate; Group 3 secretory phospholipase A2 (Homo sapiens), Q9NZ20; QFRET BODIPY PC-A2 liposome hydrolysis, fluorescence; inhibition, % at 12.2 µM; actives 0.56% (n = 370,000);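 active = inhibition above mean plus 3 SD of compounds lying within the high and low control bounds, cut at about 19% in these data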;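 note: 0% = median of test compound wells and 100% = no enzyme DMSO wells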
# hcDAF-12 act – H. contortus DAF-12 nuclear receptor activators, primary screen, cell-based, luminescence, HEK293, lit1-tk-luc reporter; HEK293 hcDAF-12 lit1-tk-luc reporter; 0% DMSO, 100% Δ7-dafachronic acid; AID 652067, 2013; activation, % at 6.8 µM; actives 1.4% (n = 370,000);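 active = activation above the mean of all tested compounds plus 3 SD, cut at about 5.5% in these data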;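 note: 100% = response to 3 µM Δ7-dafachronic acid high control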
# DAX1 inh-2 – DAX1 (NR0B1) inhibitors, primary screen, cell-based, HEK293, Gal4-DAX1, luciferase luminescence | inhibition, % at 6.75 µM | Nuclear receptor subfamily 0 group B member 1 (Homo sapiens), P51843 | actives 0.99% (n = 340,000) | AID 504766, 2011 | HEK293 Gal4-DAX1 luciferase reporter;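 active = inhibition above the mean over all tested compounds plus 3 SD, cut at about 4.2% in these data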;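 note: 0% = DAX1-transfected cells with DMSO and 100% = empty-vector control cells with DMSO; inhibition shows as a rise in luminescence from relieved DAX1 repression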
# Target sequence (P51843 207-470 limits assumed): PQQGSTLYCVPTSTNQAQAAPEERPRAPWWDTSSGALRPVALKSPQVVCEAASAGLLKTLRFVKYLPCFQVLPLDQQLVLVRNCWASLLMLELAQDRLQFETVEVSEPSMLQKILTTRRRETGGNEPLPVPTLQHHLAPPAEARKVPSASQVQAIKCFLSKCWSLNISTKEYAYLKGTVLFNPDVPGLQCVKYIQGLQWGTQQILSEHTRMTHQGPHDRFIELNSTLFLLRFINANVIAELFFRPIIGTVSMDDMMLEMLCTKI
# ADAM17 inh – ADAM17 inhibitors, primary screen, biochemical, QFRET; Disintegrin and metalloproteinase domain-containing protein 17 (Homo sapiens), P78536; recombinant ADAM17, EDANS/DABCYL FRET peptide cleavage; inhibition, % at 6.95 µM; actives 0.83% (n = 370,000);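 active = inhibition above the mean of compounds lying between control limits plus 3 SD, set per campaign, cut at about 8.5% in these data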;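 note: 0% = DMSO-only wells as the low control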
# PLC-gamma1 inh – PLC-gamma1 enzyme inhibitors, primary screen, biochemical, fluorescence, purified enzyme. 1-phosphatidylinositol 4,5-bisphosphate phosphodiesterase gamma-1 (Homo sapiens), P19174. fluorogenic substrate. inhibition, % at 12.2 µM. actives 0.84% (n = 370,000); in the data active = inhibition above about 9.5%
# ADAM10 inh – human ADAM10 inhibitors, primary screen, biochemical, QFRET, HTS. actives 0.62% (n = 370,000). recombinant ADAM10, EDANS/DABCYL FRET peptide cleavage, 3 h. inhibition, % at 7 µM;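 active = inhibition above a per-campaign cutoff equal to the mean of compounds falling between control-based bounds plus 3 SD, cut at about 20% in these data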;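 note: 0% = DMSO wells while the 100% control is not disclosed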
# Target sequence (O14672 214-748 limits assumed): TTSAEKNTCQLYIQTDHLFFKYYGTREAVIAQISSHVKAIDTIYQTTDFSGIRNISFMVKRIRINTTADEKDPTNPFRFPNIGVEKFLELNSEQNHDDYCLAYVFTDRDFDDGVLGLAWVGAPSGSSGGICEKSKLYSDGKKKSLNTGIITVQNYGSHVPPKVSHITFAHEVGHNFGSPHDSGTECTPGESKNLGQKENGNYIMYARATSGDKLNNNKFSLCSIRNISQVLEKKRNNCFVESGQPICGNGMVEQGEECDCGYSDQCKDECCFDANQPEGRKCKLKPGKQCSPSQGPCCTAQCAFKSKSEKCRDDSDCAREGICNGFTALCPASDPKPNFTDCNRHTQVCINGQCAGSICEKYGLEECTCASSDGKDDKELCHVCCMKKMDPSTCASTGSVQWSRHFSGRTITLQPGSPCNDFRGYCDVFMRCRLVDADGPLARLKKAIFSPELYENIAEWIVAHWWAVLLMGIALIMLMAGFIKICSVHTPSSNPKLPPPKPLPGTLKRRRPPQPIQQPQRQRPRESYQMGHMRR
# The depositor's hits bear a star; i = inactive; / = no result given.
SMILES,DAX1 inh-1,hgDAF12 agonist,ssDAF12 agonist,PLCb3 inh,GAA850 FXN act,HGIII-sPLA2 inh,hcDAF-12 act,DAX1 inh-2,ADAM17 inh,PLC-gamma1 inh,ADAM10 inh
COc1ccc(-n2nc(C(=O)NCC(=O)NCc3ccco3)c3ccccc3c2=O)cc1Cl,-0.8,-2.5,-1.8,-78,-2.5,-4,-1.1,0.2,-4,-53,-1
O=C(CSc1nnc(-c2ccc(OC(F)F)cc2)o1)NCc1cccs1,-1.6,-3.1,-0.8,-1,1.5,-8,-1.1,-0.8,-5,-2,-5
COc1ccc(OCCOCCOc2ccc(C)cc2[N+](=O)[O-])cc1,-0.2,-0.8,-0.9,0,1.2,-1,-0.9,-0.6,1,2,-3
O=C(Oc1cccc(N2C(=O)C3C4c5ccccc5C(c5ccccc54)C3C2=O)c1)c1ccco1 (configuration not stated),0.6,-5.1,-1.5,-1,1.2,-7,-1.3,-0.5,8,6,20*
Cc1ccc(NC(=S)N2CCCC(CO)C2)c(C)c1 (configuration not stated),1.6,11*,-0.1,4,2.9,2,6.9*,1.7,-1,2,8
Cc1ccc(S(=O)(=O)N2CCN(S(=O)(=O)c3ccccc3Br)CC2)cc1,-0.2,-3.0,-0.9,1,0.5,1,-2.0,-0.1,-3,0,-3
CN(CC(=O)NNC(=O)CNC(=O)c1ccccc1Cl)S(=O)(=O)c1ccc(Cl)cc1,0.7,1.6,-0.9,1,-0.7,-4,-1.4,1.2,1,4,7
CCOC(=O)Nc1ccc2c(CN3C(=O)NC(CC)(CC)C3=O)cc(=O)oc2c1,-0.5,0.2,-1.1,i,/,-2,0.5,/,i,i,i
O=C1CC(NC(=O)C(F)(F)F)=NN1c1ccccc1,-0.6,0.6,-0.7,0,1.9,-2,-1.0,0.0,1,-1,-4
CCCNc1c(NS(=O)(=O)c2ccc(C)c(C)c2)c(=O)oc2ccccc12,-0.8,-0.9,-1.6,-32,-2.2,-4,0.4,-0.3,-6,-17,-1
Cc1cc(NC(=O)c2c([N+](=O)[O-])cnn2C)no1,-0.7,-1.1,-1.6,5,3.0,-2,-1.2,-0.4,1,-3,-7
Cc1ccc(S(=O)(=O)C(NC(=O)c2ccccc2)=C(Cl)Cl)cc1,-1.7,-8.9,-1.6,1,-3.5,-5,-3.2,-2.7,-2,1,3
O=C(Nc1ccccn1)C12CC3CC(CC(C3)C1)C2,-0.2,-0.5,-1.2,1,2.2,2,-1.2,0.4,1,0,3
CS(=O)(=O)N(CC(=O)Nc1ccccc1C(=O)N1CCOCC1)c1ccc(F)c(Cl)c1,-0.6,-2.3,-1.1,-3,-0.6,-6,-0.1,0.3,1,7,-1
CCc1ccc(NC(=O)CSc2nc3[nH]ncc3c(=O)[nH]2)cc1,0.1,0.4,-0.8,-2,1.3,1,-0.4,-0.4,-1,-3,-5

# Part of the list above, with values under each structure:
# Sequence of screens: DAX1 inh-1, hgDAF12 agonist, ssDAF12 agonist, PLCb3 inh, GAA850 FXN act, HGIII-sPLA2 inh, hcDAF-12 act, DAX1 inh-2, ADAM17 inh, PLC-gamma1 inh, ADAM10 inh
> O=C(CSc1nnc(-c2ccc(OC(F)F)cc2)o1)NCc1cccs1
    -1.6, -3.1, -0.8, -1, 1.5, -8, -1.1, -0.8, -5, -2, -5
> COc1ccc(OCCOCCOc2ccc(C)cc2[N+](=O)[O-])cc1
    -0.2, -0.8, -0.9, 0, 1.2, -1, -0.9, -0.6, 1, 2, -3
> O=C(Oc1cccc(N2C(=O)C3C4c5ccccc5C(c5ccccc54)C3C2=O)c1)c1ccco1 (configuration not stated)
    0.6, -5.1, -1.5, -1, 1.2, -7, -1.3, -0.5, 8, 6, 20*
> Cc1ccc(NC(=S)N2CCCC(CO)C2)c(C)c1 (configuration not stated)
    1.6, 11*, -0.1, 4, 2.9, 2, 6.9*, 1.7, -1, 2, 8
> Cc1ccc(S(=O)(=O)N2CCN(S(=O)(=O)c3ccccc3Br)CC2)cc1
    -0.2, -3.0, -0.9, 1, 0.5, 1, -2.0, -0.1, -3, 0, -3
> CN(CC(=O)NNC(=O)CNC(=O)c1ccccc1Cl)S(=O)(=O)c1ccc(Cl)cc1
    0.7, 1.6, -0.9, 1, -0.7, -4, -1.4, 1.2, 1, 4, 7
> CCOC(=O)Nc1ccc2c(CN3C(=O)NC(CC)(CC)C3=O)cc(=O)oc2c1
    -0.5, 0.2, -1.1, i, /, -2, 0.5, /, i, i, i
> O=C1CC(NC(=O)C(F)(F)F)=NN1c1ccccc1
    -0.6, 0.6, -0.7, 0, 1.9, -2, -1.0, 0.0, 1, -1, -4

# Other structures
SMILES,DAX1 inh-1,hgDAF12 agonist,ssDAF12 agonist,PLCb3 inh,GAA850 FXN act,HGIII-sPLA2 inh,hcDAF-12 act,DAX1 inh-2,ADAM17 inh,PLC-gamma1 inh,ADAM10 inh
Cc1nc(-c2ccncc2)sc1C(=O)Nc1ccc(Cl)cc1,-0.2,-2.6,-2.0,1,-1.7,0,-1.2,-0.5,0,-2,5
CC1CC(C)CN(C(=O)CCCn2c(=S)[nH]c3ccccc3c2=O)C1 (configuration not stated),-1.2,0.1,-1.9,7,-1.4,6,-1.5,-2.0,2,5,2
CC(C)=CCC/C(C)=C/C=N/NC(=O)c1cccc([N+](=O)[O-])c1,-0.6,0.2,-0.6,1,2.9,-5,-0.6,-1.0,-1,1,-2
CC[C@]12c3[nH]c4cc(CCC(=O)N(C)C)ccc4c3CCN1C(=O)[C@@H](CC(=O)NCCC1=CCCCC1)C[C@@H]2C(=O)N1CCN(C(=O)c2ccco2)CC1,-0.4,1.0,-0.9,-1,-1.4,-3,0.1,-0.7,-6,-5,-12
CCC(C(=O)NCC1CCCO1)N(C(=O)c1snc(C(N)=O)c1N)c1ccc(Cl)cc1 (configuration not stated),0.0,-0.3,-0.7,-23,-0.4,3,-1.0,-1.2,-13,-17,-24
COc1ccc(-n2c(COc3ccc(Cl)cc3)nnc2SCC(=O)Nc2ccc3c(c2)OCO3)cc1,0.3,3.5,-1.7,1,/,-29,-3.0,/,5,1,7
Cc1ccc(NC(=O)C(c2ccccc2)c2ccccc2)c(O)c1,-0.1,1.8,-0.6,-10,-1.9,-54,0.6,-0.5,6,-3,i
CC(C)C[C@H]1CN([C@@H](Cc2ccc(O)cc2)CN2CCC[C@H]2CN2C(=O)C(=O)NC[C@@H]2Cc2ccccc2)C(=O)C(=O)N1CCc1ccccc1,1.0,7.9,-1.3,2,/,-16,-1.7,/,-1,6,0
N#Cc1ccsc1NC(=O)CN1CCN(Cc2ccccc2)CC1,-0.2,-1.7,-1.0,-9,0.8,-4,-2.1,0.2,-3,-4,-5
CCn1nccc1NC(=O)c1csc([C@H]2C[C@H](O)[C@@H](CO)O2)n1,-0.5,1.4,-1.5,2,-0.5,3,1.3,/,-1,1,0
Nc1ccn(CC(=O)NCCCc2ccccc2)c(=O)n1,0.1,-1.3,-1.4,-1,-1.6,5,-1.5,0.9,-3,2,-3
Cc1nn(CC(=O)Nc2ccc(Br)cc2F)c(=O)c2cccn12,-0.3,0.3,-1.3,0,0.8,4,-0.9,-0.1,-4,-2,-12
CCOc1ccc(Br)cc1S(=O)(=O)Nc1ccc(C(=O)OCC(=O)N(C)c2ccccc2)cc1,0.1,-0.4,-1.0,-4,0.0,-34,-2.4,-0.6,2,-3,15
Cc1cccc(C(=O)N2CC3(C)CC2CC(C)(C)C3)c1 (configuration not stated),-1.0,-0.7,-1.7,3,-0.1,-7,-1.7,0.5,0,0,-6
Cc1cc(C(=O)NNC(=O)C(CCC(N)=O)NS(=O)(=O)c2ccc(Cl)cc2)c(C)o1 (configuration not stated),0.3,-2.7,-0.6,4,-0.3,-1,0.3,-0.1,-1,1,-3
COc1ccc(CC(=O)N(C)Cc2ccc(Cl)cc2)cc1S(=O)(=O)N1CCOCC1,0.6,-1.1,-0.7,-7,1.1,-4,-1.4,1.2,-5,-3,2
CCN(CC)c1ccc(NC(=O)/C=C\c2ccccc2Cl)cc1,1.2,7.5,-1.7,1,1.4,2,-1.4,1.0,14*,2,27*
COC(=O)c1ccccc1NC(=O)c1cnn2c(C)cc(C)nc12,-0.9,-1.8,-1.7,-2,3.6,0,-0.9,-0.1,-3,-2,-4
COc1ccc(C2CC3(CC(C)(C)NC(=O)N3)Oc3cc(O)ccc32)cc1 (configuration not stated),-0.5,-1.8,-1.7,-3,-11,-7,-0.9,-1.5,0,1,-2
COc1ccc(-c2nnc(SCC(=O)O)n2C)cc1OC,0.2,0.8,0.4,1,-0.9,1,0.4,0.5,-3,1,-4
Cc1nc(-c2ccc(C(F)(F)F)cc2)sc1C(=O)NN,0.6,6.3,-0.5,-15,2.9,12,4.8,1.4,-4,-11,-9
CC1C(=O)N2CCCc3cc(NS(=O)(=O)c4ccccc4)cc1c32 (configuration not stated),0.4,-0.7,-1.1,-7,-1.3,-8,-0.5,1.5,-6,2,-6
COCc1[nH]nc2c1C(c1ccc3c(c1)OCO3)N(c1ccc(OC)cc1)C2=O (configuration not stated),-1.0,2.3,-1.2,2,/,14,0.3,/,-2,-2,3
Cc1ccc(NC(=O)N2CCC(O)(c3cccnc3)CC2)cc1,0.2,4.0,-1.4,6,3.4,8,-0.5,4.3*,2,3,3

# Compounds as they come; about 6.9% have a hit in one of these screens.
